Screening results deposited in PubChem BioAssay by National Center for Advancing Translational Sciences (NCATS).
ATXN2 expr inh: reduces ATXN2 reporter expression in HEK-293 cells | HEK-293 ATXN2-luciferase reporter, luminescence, 24 h | Potency, µM (titrated, usually from 57 µM), without a hit: top-dose activity change, negative = inhibition, usual class: inhibitors | actives 0.72% (n = 360,000); further: on the % scale 0 is the no-effect control and ±100 the full control effect; nearly all actives have a fitted effect of over 55% in size
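qHTS (up to 57 uM final) was run with 24 h compound exposure of reporter cells at 37 °C. Each well was multiplexed: SteadyGlo luminescence measured ATXN2-luciferase expression after a fluorogenic Gly-Phe-AFC viability readout (25 uM final).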
Nrf2 inh: blocks Nrf2 signaling; AID 504444; A549 ARE-Fluc reporter, luciferase luminescence, 18-24 h; actives 2.1% (n = 360,000); Potency, µM (doses to about 46 µM), for the others: top-dose activity change, negative = inhibition, most hits filed as inhibitors; further: on the % scale 0 is the no-effect control and ±100 the full control effect; nearly all actives have a fitted effect of over 60% in size
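Nrf2 function is reported as luminescence of an ARE-controlled luciferase in A549 cells. Compounds were tested at several concentrations, and a CellTiter-Fluor read on the same wells flagged cytotoxicity.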
TGFb SMAD3 inh: blocks TGF-b signaling. HepG2 CAGA-GFP TGF-b/SMAD3 reporter, GFP fluorescence, 18 h; TGF-beta stimulated, 500 pg/mL final. AID 588855. Potency, µM (top dose mostly 46.1 µM), for the others: top-dose activity, negative = inhibition, actives largely listed as inhibitors. actives 1.2% (n = 410,000); further: on the % scale 0 is the no-effect control and ±100 the full control effect; nearly all actives have a fitted effect of over 65% in size
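HEPG2 CAGA-GFP reporter cells (1000/well, DMEM with 1% FBS) received compounds, then recombinant TGF-beta at 500 pg/mL final for 18 hours at 37 degrees C. Per-cell GFP summed per well was normalised to unstimulated and stimulated DMSO controls before curve fitting.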
Nrf2 activator: Nrf2 pathway activation | AREc32 ARE-luciferase reporter (MCF7-derived line), luminescence, 24 h | Potency, µM (doses to about 46.1 µM), for the others: at the top dose activation, usual class: activators | actives 0.31% (n = 410,000) | AID 624171; further: % of control where 0% means no effect; nearly all actives have a fitted effect of over 65% in size
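Each well held 1000 AREc32 cells, which were incubated with compound for 24 hr at 37 deg C after overnight attachment, and ARE reporter activity was quantified by firefly luciferase luminescence.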
A549 viability: A549 cytotoxicity, counter-screen for Nrf2 inhibitors; actives 0.16% (n = 390,000); Potency, µM (highest dose often 46 µM), without a hit: at the top dose activity change, negative = cytotoxicity, most hits filed as inhibitors; A549 ARE-Fluc cells, CellTiter-Fluor viability, 18-24 h; further: on the % scale 0 is the no-effect control and ±100 the full control effect
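A549 ARE_Fluc cells in 5% FBS OPTI-MEM were exposed to compounds in concentration-response for 18-24 h at 37 deg C. Viability was read by CellTiter-Fluor fluorescence (Ex 405/Em 525) after 30 min, before the luciferase read.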
EPAC2 antagonist: EPAC2 (human) antagonism; Q8WZA2; EPAC2 GEF exchange of Rap1B-BODIPY-GDP, fluorescence; Potency, µM (doses to about 114 µM), for inactives: at the top dose activity, negative = inhibition, hits mostly inhibitors; actives 0.18% (n = 360,000); further: on the % scale 0 is the no-effect control and ±100 the full control effect; nearly all actives have a fitted effect of over 45% in size; many of its hits are not listed in these tables
Target sequence (Q8WZA2 whole entry, looked up): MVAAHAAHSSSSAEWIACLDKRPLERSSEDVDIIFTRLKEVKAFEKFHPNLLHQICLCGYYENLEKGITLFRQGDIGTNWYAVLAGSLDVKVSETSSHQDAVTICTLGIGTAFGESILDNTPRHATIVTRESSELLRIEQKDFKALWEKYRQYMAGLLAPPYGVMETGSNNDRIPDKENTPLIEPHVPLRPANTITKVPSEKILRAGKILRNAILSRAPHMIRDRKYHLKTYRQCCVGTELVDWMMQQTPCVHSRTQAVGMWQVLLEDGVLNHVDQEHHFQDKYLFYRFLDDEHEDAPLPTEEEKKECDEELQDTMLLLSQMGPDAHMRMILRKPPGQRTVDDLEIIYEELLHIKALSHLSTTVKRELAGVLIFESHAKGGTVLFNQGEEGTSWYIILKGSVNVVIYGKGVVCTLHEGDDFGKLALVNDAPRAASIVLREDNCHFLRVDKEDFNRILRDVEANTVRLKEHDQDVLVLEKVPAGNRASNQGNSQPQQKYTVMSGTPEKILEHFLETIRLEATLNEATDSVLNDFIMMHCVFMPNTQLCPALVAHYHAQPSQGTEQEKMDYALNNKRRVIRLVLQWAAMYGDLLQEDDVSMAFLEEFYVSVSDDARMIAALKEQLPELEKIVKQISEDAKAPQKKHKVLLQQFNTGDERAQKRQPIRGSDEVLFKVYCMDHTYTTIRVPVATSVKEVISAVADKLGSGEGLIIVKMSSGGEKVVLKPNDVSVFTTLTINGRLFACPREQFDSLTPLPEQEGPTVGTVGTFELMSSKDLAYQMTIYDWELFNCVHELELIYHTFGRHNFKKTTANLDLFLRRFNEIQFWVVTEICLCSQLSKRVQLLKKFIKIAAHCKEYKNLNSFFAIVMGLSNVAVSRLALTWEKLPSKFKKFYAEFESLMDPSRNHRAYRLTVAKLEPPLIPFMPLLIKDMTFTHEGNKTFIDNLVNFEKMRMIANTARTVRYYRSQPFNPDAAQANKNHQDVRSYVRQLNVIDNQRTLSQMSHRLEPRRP
ATXN viability: reduces viability in counter-screen for ATXN expression inhibitors. actives 0.49% (n = 400,000). Potency, µM (highest dose often 56.7 µM), usual class: cytotoxic. S2 cells (HEK-293 line with an ATXN2-luciferase reporter) viability, CellTiter-Fluor protease fluorescence, 24 h; further: nearly all actives have a fitted effect of over 40% in size
MCF10A rerep: inducers of DNA re-replication in MCF 10A breast cells; MCF 10A DNA re-replication, Hoechst nuclear intensity, 48 h; Potency, µM (series often up to 46.1 µM), without a hit: at the top dose activity, positive = re-replication, most hits filed as activators; actives 2.9% (n = 350,000); AID 624296; further: % of control where 0% means no effect; nearly all actives have a fitted effect of over 50% in size
HepG2 tox: HepG2 cytotoxicity, counter-screen for TGF-b inhibitors | HepG2 CAGA-GFP viability, ATP luminescence, 18 h | Potency, µM (doses to about 46.1 µM), without a hit: top-dose activity change, negative = cytotoxicity, usual class: cytotoxic | actives 0.76% (n = 410,000) | AID 588856; further: some results filed as inactive show a strong effect at the top dose
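HepG2 CAGA-GFP cells (1000/well, DMEM with 1% FBS) received compound, then TGF-beta at 500 pg/mL final, and were incubated 18 hours at 37 degrees C. Viability was read by CellTiter-Glo luminescence. Media-only wells were set as complete cell-killing and DMSO as no toxicity.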
The depositor's hits bear a star; [ ] = dose if it differs, or a comment. The call rests on the fitted dose curve; in most records, active means well fitted curve in the direction sought with a large enough effect; inconclusive means small, poorly fitted or top-dose-only effect, or another doubt; inactive means no such curve, though single readings can be large; an effect the other way counts as inactive or inconclusive. Potency means the concentration at half of the fitted maximal effect. These rows are one share of the data. The share of hits here may be higher or lower than overall.

Screening CC(C)c1cc(C(=O)N2CCCC(N3CCN(c4ccc(F)cc4)CC3)C2)n(C)n1 (centres undefined) returned ATXN2 expr inh -21%, Nrf2 inh 0%, TGFb SMAD3 inh -3%, Nrf2 activator 0.2%, A549 viability -3%, EPAC2 antagonist -4%, ATXN viability inactive, MCF10A rerep -1% and HepG2 tox -15%.
CC(C#N)(NC(=O)CN1CCN(S(=O)(=O)c2cccc(F)c2)CC1)C1CC1 (centres undefined) was read as TGFb SMAD3 inh -4%, Nrf2 activator -1.7%, EPAC2 antagonist -1%, ATXN viability inconclusive and HepG2 tox -12%.
`O=c1[nH]ncc(N2CCCC2)c1Cl` gave ATXN2 expr inh 10%, Nrf2 inh -9%, TGFb SMAD3 inh 9%, Nrf2 activator 0.2%, A549 viability 2%, EPAC2 antagonist 24%, ATXN viability inactive, MCF10A rerep 1% and HepG2 tox -2%.
COCCCN1C(=O)C(CC(=O)NCCCN(C)C)CC(C(=O)N2CCCCCC2)=C1C (centres undefined) was read as ATXN2 expr inh 2%, Nrf2 activator -0.9%, EPAC2 antagonist 2% and ATXN viability inactive.
Screening CCOC(=O)C1=C(C)NC(=O)C1CC(=O)O (centres undefined) returned ATXN2 expr inh 6%, Nrf2 inh -13%, TGFb SMAD3 inh -2%, Nrf2 activator 2.2%, A549 viability -7%, EPAC2 antagonist 9%, ATXN viability inactive, MCF10A rerep 19% and HepG2 tox -5%.
`CN(CC(O)COCc1ccc2c(c1)OCO2)C1CCCCC1` (centres undefined) gave ATXN2 expr inh 7%, Nrf2 inh 3%, TGFb SMAD3 inh -18%, Nrf2 activator 0.5%, A549 viability -1%, EPAC2 antagonist -6%, ATXN viability inactive, MCF10A rerep -2% and HepG2 tox -51%.
O=C(c1ccc(Br)o1)N1CCC(Cc2ccccc2)CC1 was read as ATXN2 expr inh 3%, Nrf2 inh 0%, TGFb SMAD3 inh 17%, Nrf2 activator -0.6%, A549 viability 0%, EPAC2 antagonist -3%, ATXN viability inactive, MCF10A rerep 4% and HepG2 tox 11%.
Screening CC(c1ccccn1)N(CCN(C)C)C(=S)Nc1cccc(F)c1 (centres undefined) returned ATXN2 expr inh 4%, Nrf2 inh inconclusive, TGFb SMAD3 inh -13%, Nrf2 activator 0.1%, A549 viability 8%, EPAC2 antagonist 0%, ATXN viability inactive, MCF10A rerep 4% and HepG2 tox -17%.
Screening COc1cc2c(cc1OC)CC1(CCCCC1)N=C2 returned ATXN2 expr inh 0%, Nrf2 inh -13%, TGFb SMAD3 inh 0%, Nrf2 activator 0.1%, A549 viability 1%, EPAC2 antagonist 7%, ATXN viability inactive, MCF10A rerep -1% and HepG2 tox -54%.
`CC(=O)Nc1ccc(NC(=O)c2cc([N+](=O)[O-])cc([N+](=O)[O-])c2)cc1` gave ATXN2 expr inh -8%, Nrf2 inh 6%, TGFb SMAD3 inh 1%, Nrf2 activator 0.5%[9.22 µM], A549 viability -1%, EPAC2 antagonist 13%, ATXN viability inactive, MCF10A rerep -11% and HepG2 tox -15%.

Random excerpt: three entries already listed, in no set order.
Screening CCOC(=O)C1=C(C)NC(=O)C1CC(=O)O (centres undefined) returned ATXN2 expr inh 6%, Nrf2 inh -13%, TGFb SMAD3 inh -2%, Nrf2 activator 2.2%, A549 viability -7%, EPAC2 antagonist 9%, ATXN viability inactive, MCF10A rerep 19% and HepG2 tox -5%.
Screening CC(C)c1cc(C(=O)N2CCCC(N3CCN(c4ccc(F)cc4)CC3)C2)n(C)n1 (centres undefined) returned ATXN2 expr inh -21%, Nrf2 inh 0%, TGFb SMAD3 inh -3%, Nrf2 activator 0.2%, A549 viability -3%, EPAC2 antagonist -4%, ATXN viability inactive, MCF10A rerep -1% and HepG2 tox -15%.
COCCCN1C(=O)C(CC(=O)NCCCN(C)C)CC(C(=O)N2CCCCCC2)=C1C (centres undefined) was read as ATXN2 expr inh 2%, Nrf2 activator -0.9%, EPAC2 antagonist 2% and ATXN viability inactive.

Later entries.
`COc1ccc(CC(=O)O/N=C(\N)c2ccncc2)cc1` gave ATXN2 expr inh 9%, Nrf2 inh 27%, TGFb SMAD3 inh 0%, Nrf2 activator 4.6%, A549 viability -1%, EPAC2 antagonist 3%, ATXN viability inactive, MCF10A rerep 0% and HepG2 tox -7%.
For COc1ccc(NC(=O)Cn2cc(C#N)c3ccccc32)cc1 the results were ATXN2 expr inh -12%, Nrf2 inh -6%, TGFb SMAD3 inh 3%, Nrf2 activator 2.4%, A549 viability 8%, EPAC2 antagonist 2%, ATXN viability inactive, MCF10A rerep -3% and HepG2 tox -30%.
`COc1ccc(C(=O)Nc2ccc(S(=O)(=O)Nc3nccc(C)n3)cc2)cc1OC` gave ATXN2 expr inh -1%, Nrf2 inh -13%, TGFb SMAD3 inh -1%, Nrf2 activator -0.5%, A549 viability -3%, EPAC2 antagonist 1%, ATXN viability inactive, MCF10A rerep 1% and HepG2 tox -13%.
N#CC1=C(N)NC(SCc2ccc(F)cc2)=C(C#N)C12CCCCC2 was read as ATXN2 expr inh inconclusive, TGFb SMAD3 inh inconclusive, Nrf2 activator 0.8%, A549 viability inconclusive, EPAC2 antagonist -6%, ATXN viability inactive, MCF10A rerep 8.2µM* and HepG2 tox -6%.
`Nc1ncnc2c1ncn2[C@@H]1O[C@H](CNCc2ccc(OCc3ccccc3)cc2)[C@@H](O)[C@H]1O` gave ATXN2 expr inh 11%, Nrf2 inh 5%, TGFb SMAD3 inh 16%, Nrf2 activator 5.7%, A549 viability 8%, EPAC2 antagonist 3%, ATXN viability inactive, MCF10A rerep -14% and HepG2 tox -28%.
For Cc1ccc(/C=C2\Oc3c(ccc(O)c3CN3CCN(CCO)CC3)C2=O)cc1 the results were ATXN2 expr inh 3%[11.3 µM], Nrf2 inh 14%, TGFb SMAD3 inh 1%, Nrf2 activator 2.6%, A549 viability 9%, EPAC2 antagonist -15%, MCF10A rerep 6% and HepG2 tox -13%.
Screening COC(=O)N1C2CCCCC2=NN(c2ccccc2)N1C(=O)OC (centres undefined) returned ATXN2 expr inh -12%, TGFb SMAD3 inh 6%, Nrf2 activator 0.3%, EPAC2 antagonist -13%, ATXN viability inactive and HepG2 tox -14%.
Screening Cc1cccc(OCC(=O)NNC(=O)CCN2CCN(c3ccccc3)CC2)c1C returned ATXN2 expr inh -6%, Nrf2 inh 1%, TGFb SMAD3 inh 1%, Nrf2 activator -0.3%, A549 viability -4%, EPAC2 antagonist -1%, ATXN viability inactive, MCF10A rerep -2% and HepG2 tox -3%.
Screening COCCNC(=O)C(c1ccncc1)N(Cc1ccccc1)C(=O)Cn1nnc2ccccc21 (centres undefined) returned ATXN2 expr inh 24%, Nrf2 inh 21%, TGFb SMAD3 inh 10%, Nrf2 activator -0.3%, A549 viability 8%, EPAC2 antagonist -11%, ATXN viability inactive, MCF10A rerep inconclusive and HepG2 tox -9%.
For Cc1cccc(/C(N)=N/OC(=O)c2ccncc2)c1 the results were ATXN2 expr inh 67%[activator], Nrf2 inh inconclusive, TGFb SMAD3 inh -5%, Nrf2 activator 20%, A549 viability 0%, EPAC2 antagonist 5%, ATXN viability inactive, MCF10A rerep 6% and HepG2 tox -11%.
Screening CC(C)C(CCNCc1ccccn1)c1ccc(Cl)cc1 (centres undefined) returned ATXN2 expr inh inconclusive, Nrf2 inh -21%, TGFb SMAD3 inh inconclusive, Nrf2 activator 2.7%, A549 viability 1%, EPAC2 antagonist -2%, ATXN viability inactive, MCF10A rerep inconclusive and HepG2 tox -15%.
COc1cc(C=CC(=O)c2cc(OC)c(OC)c(OC)c2)cc(OC)c1OC was read as ATXN2 expr inh inconclusive, Nrf2 inh 23µM*, TGFb SMAD3 inh 11µM*, Nrf2 activator -3.3%, A549 viability inconclusive, EPAC2 antagonist 3%, ATXN viability inconclusive, MCF10A rerep 13µM* and HepG2 tox -77%.
Screening O=C(c1ccoc1)N1CCN(c2cc(-c3cccc(F)c3)nc3cc(-c4cccc(Cl)c4)nn23)CC1 returned ATXN2 expr inh -5%, TGFb SMAD3 inh 8%, Nrf2 activator 8.2%, EPAC2 antagonist 2%, ATXN viability inactive and HepG2 tox -29%.
`CCOc1ccccc1NC(=S)N1CCCCCC1` gave ATXN2 expr inh -3%, Nrf2 inh -3%, TGFb SMAD3 inh 3%, Nrf2 activator -0.2%, A549 viability -1%, EPAC2 antagonist -5%, ATXN viability inactive, MCF10A rerep -1% and HepG2 tox 7%.
COc1ccc(N2CC(C(=O)Nc3ccc(NC(C)=O)cc3)CC2=O)cc1 (centres undefined) was read as Nrf2 inh 5%, TGFb SMAD3 inh 5%, Nrf2 activator -0.3%, A549 viability -2% and HepG2 tox 0%.
Screening O=C(CCc1ccccc1)NNC(=S)NCCc1ccccc1 returned ATXN2 expr inh 1%, Nrf2 inh -2%, TGFb SMAD3 inh -14%, Nrf2 activator -0.4%, A549 viability 8%, EPAC2 antagonist 1%, ATXN viability inactive, MCF10A rerep inconclusive and HepG2 tox -9%.
Screening COc1ccc(NC(=O)[C@H](C)NS(=O)(=O)c2ccc(NC(C)=O)cc2)cc1Cl returned TGFb SMAD3 inh -12%, Nrf2 activator -0.2%, EPAC2 antagonist 14%, ATXN viability inactive and HepG2 tox -1%.
For COc1ccc(/C=C2\SC(=S)N(CCCCCC(=O)Nc3cc(C)on3)C2=O)cc1OC the results were ATXN2 expr inh -20%, Nrf2 inh -9%, TGFb SMAD3 inh -26%, Nrf2 activator -2.0%, A549 viability -1%, EPAC2 antagonist 10%, ATXN viability inactive, MCF10A rerep 3% and HepG2 tox -28%.
`CCCS(=O)(=O)N1CCC(C(=O)N2CCC(Cc3ccccc3)CC2)CC1` gave ATXN2 expr inh -3%, Nrf2 inh -16%, TGFb SMAD3 inh -23%, Nrf2 activator 0.2%, A549 viability -7%, EPAC2 antagonist -1%, ATXN viability inactive, MCF10A rerep -5% and HepG2 tox -4%.
`CCc1ccc(NC(=O)Nc2ccon2)cc1` gave ATXN2 expr inh 32%[activator], Nrf2 inh inconclusive, TGFb SMAD3 inh 17%, Nrf2 activator 3.2%, A549 viability 1%, EPAC2 antagonist -13%, ATXN viability inactive, MCF10A rerep -10% and HepG2 tox -1%.
